NIH3T3 tox: NIH 3T3 cell cytotoxicity | NIH 3T3 viability, CellTiter-Glo ATP luminescence, 48-72 h | Potency, µM (top dose mostly 96.7 µM), inactives show top-dose activity change, negative = cytotoxicity, actives largely listed as inhibitors | actives 4.3% (n = 94,000); note: potency is the fitted concentration of half-maximal effect; nearly all actives have a fitted effect of over 55% in size
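ATP-dependent luminescence (CellTiter-Glo) served as the viability signal for NIH 3T3 cells treated with compound for 48 or 72 hr at 37 °C.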
SNCA expr inhib: reduces expression of the alpha-synuclein gene. Potency, µM (series often up to 57.2 µM), without a hit: at the highest dose activity change, negative = inhibition, actives largely listed as inhibitors. actives 0.17% (n = 140,000). HEK-293 SNCA-luciferase knock-in, luminescence, 24 h;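 note: potency is the fitted concentration of half-maximal effect; plate controls were DMSO cells for no effect and cell-free wells for full effect; nearly all actives have a fitted effect of over 45% in size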
SNCA viab count: counter-screen for SNCA expression inhibitors: cell viability | HEK-293-SNCA-luc viability, GF-AFC fluorescence, 24 h | Potency, µM (titrated, usually from 57.1 µM), for inactives: at the top dose activity change, negative = cytotoxicity, most hits filed as cytotoxic | actives 0.12% (n = 150,000);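 note: potency is the fitted concentration of half-maximal effect; 0% = DMSO-treated cells and -100% = medium-only wells without cells; nearly all actives have a fitted effect of over 30% in size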
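Cytotoxicity counterscreen: after 24 h compound treatment of genome-edited SNCA-luciferase HEK-293 cells, live-cell protease substrate GF-AFC read by fluorescence after 30 min; activity scaled between DMSO (0%) and medium-only (-100%), curves Hill-fitted.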
IP6K1 inhibitor: blocks human inositol hexakisphosphate kinase 1; Q92551; IP6K1 kinase, ADP-Glo luminescence, 2 h; active compounds read low; activity change, % (series mostly up to about 58 µM); actives 0.81% (n = 140,000); AID 1645851; in the data active = activity change below about -25%
Target sequence (Q92551 whole entry, looked up): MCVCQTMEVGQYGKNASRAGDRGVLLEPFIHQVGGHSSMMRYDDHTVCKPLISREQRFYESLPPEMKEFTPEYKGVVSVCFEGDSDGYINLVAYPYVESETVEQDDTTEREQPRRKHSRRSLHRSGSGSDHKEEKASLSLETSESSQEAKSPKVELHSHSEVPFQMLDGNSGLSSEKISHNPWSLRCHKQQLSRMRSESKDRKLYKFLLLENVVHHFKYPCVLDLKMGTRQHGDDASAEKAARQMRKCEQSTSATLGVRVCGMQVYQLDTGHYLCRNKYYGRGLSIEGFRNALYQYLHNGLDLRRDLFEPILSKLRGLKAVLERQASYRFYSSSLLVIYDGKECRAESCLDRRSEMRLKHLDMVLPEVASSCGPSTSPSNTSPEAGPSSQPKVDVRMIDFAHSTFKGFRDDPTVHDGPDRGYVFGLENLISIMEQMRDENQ
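ADP-Glo luminescence measures ADP made by human IP6K1 during a 2 h RT reaction with ATP/IP6 (mix at 1.3 mM/130 uM); top library doses 57.5 and 19.1 uM final.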
GPT2 inhibitor: blocks human glutamate pyruvate transaminase 2; Potency, µM (top dose mostly 57.7 µM), without a hit: at the highest dose activity change, negative = inhibition, usual class: inhibitors; Recombinant GPT2, coupled pyruvate oxidase/HRP Amplex Red fluorescence; actives 0.25% (n = 100,000); AID 1671188; note: potency is the fitted concentration of half-maximal effect; nearly all actives have a fitted effect of over 60% in size; many of its hits are not listed in these tables
Target sequence (Q8TD30 whole entry, looked up): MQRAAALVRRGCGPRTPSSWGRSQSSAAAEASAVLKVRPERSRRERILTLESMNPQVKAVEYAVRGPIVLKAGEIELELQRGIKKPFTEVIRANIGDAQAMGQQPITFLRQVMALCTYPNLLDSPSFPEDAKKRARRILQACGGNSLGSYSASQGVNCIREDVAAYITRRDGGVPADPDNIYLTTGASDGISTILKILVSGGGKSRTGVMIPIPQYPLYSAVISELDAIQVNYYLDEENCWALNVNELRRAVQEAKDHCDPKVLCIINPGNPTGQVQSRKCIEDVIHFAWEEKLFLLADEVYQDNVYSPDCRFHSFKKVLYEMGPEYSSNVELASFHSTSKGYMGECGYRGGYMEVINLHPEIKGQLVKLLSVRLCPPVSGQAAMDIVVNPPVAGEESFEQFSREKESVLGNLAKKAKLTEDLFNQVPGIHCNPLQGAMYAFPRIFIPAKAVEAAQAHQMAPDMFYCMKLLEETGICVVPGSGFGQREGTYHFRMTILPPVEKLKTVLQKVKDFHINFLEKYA
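Fluorescence of coupled pyruvate oxidase/HRP/Amplex Red system (50uM Amplex, 30 min, dark) reports pyruvate formed by GPT2. Enzyme reaction: 10ng/uL GPT2, 2mM L-alanine, 250uM a-KG, 30 min room temperature, pH 7.5; 50uM AOA control.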
FLuc inh: blocks purified firefly luciferase enzyme activity; AID 1347043; actives 2.5% (n = 76,000); P08659; Potency, µM (top dose mostly 115 µM), without a hit: at the highest dose activity change, negative = inhibition, usual class: inhibitors; purified P. pyralis luciferase, luminescence, biochemical; note: potency is the fitted concentration of half-maximal effect; nearly all actives have a fitted effect of over 65% in size
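Luminescence read by CCD imaging after purified firefly luciferase (10nM final) was added to substrate buffer holding 10uM D-luciferin and 10uM ATP, pH 7.5, pre-dosed with compound.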
HEK cytotox: cytotoxic compounds in HEK 293 cells; HEK 293 viability, ATP luminescence (CellTiter-Glo), 48-72 h; actives 6.6% (n = 94,000); Potency, µM (doses to about 115 µM), for the others: top-dose activity change, negative = cytotoxicity, actives largely listed as inhibitors; AID 1345083; note: potency is the fitted concentration of half-maximal effect; nearly all actives have a fitted effect of over 60% in size
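Pintool-delivered compounds were incubated with HEK 293 cells (250 cells/well) at 37 degree Celsius for 48 or 72 hr. ATP-dependent luminescence (CellTiter-Glo) then reported remaining viable cells.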
Starred values were filed as active, the others as inactive; i = inactive; ? = inconclusive; . = not tested or not shown; & = joins results of further samples; ! = repeats disagree; [ ] = dose if it differs, or a comment. Unless noted, calls come from the whole dose curve; as a rule, active = well fitted curve in the direction sought with a large enough effect; inconclusive = small, poorly fitted or top-dose-only effect, or another doubt; inactive = no such curve, though single readings can be large; an effect the other way counts as inactive or inconclusive. Unless noted, % is set by controls: 0 for no effect and ±100 for the full control effect.

compound,IP6K1 inhibitor,SNCA expr inhib,HEK cytotox,NIH3T3 tox,SNCA viab count,FLuc inh,GPT2 inhibitor
Cc1c(Cl)cccc1-n1nnc(-c2nc(-c3ccc4c(c3)OCO4)no2)c1C,3,37%[activator],.,.,-10%,.,.
CC(=O)N1C[C@@H]2CCCN3CCC[C@@H]([C@H]23)[C@H]1CCCC(=O)N1CCC(C)CC1,-9,?,5%,2%,3%,3%,i
CN(C)C[C@@H]1CN(C)C[C@H]1NC(=O)c1ccc(F)c(F)c1,0,1%,-5%,-10%,0%,0%,i
CCC(C)n1c(C(C)NC(=O)OCc2ccccc2)nc2cccnc21 (centres undefined),3,19%,?,-24%,-2%,-3%,i
CCN(CC)CCNC(=O)c1cn(CC)c2ccc(S(=O)(=O)N(C)C3CCCCC3)cc2c1=O,-1,21%,.,.,-4%,.,.
CC(=O)OC1CC2(C)C(CCC(C)C23Cc2c(O)cc(CO)c(C=O)c2O3)C(C)(C)C1O (centres undefined),2,.,.,.,-35%[23.9 µM],.,i
O=C(Cc1cccc(Cl)c1)NC1CCCN(c2ccnc3ccnn23)C1 (centres undefined),8,15%,?,-26%,1%,.,-2%
Cc1ccccc1C(=O)N1CCCC1C(=O)N1CCC(c2nc3ccncc3[nH]2)C1 (centres undefined),12,-13%,-3%,-11%,8%,.,4%
CSc1ncccc1C(=O)N1C[C@@H](CN2CCCCC2)[C@@H](CO)C1,-14,1%,-6%,-15%,1%,-3%,i
COc1cccc(CC(=O)N2CCCCCC2c2nnc(-c3ccccc3)o2)c1 (centres undefined),-6,-9%,?,-9%,-19%,.,-6%
O=C(NCc1ccc(F)cc1)c1ccc2oc(-c3ccnc(Cl)c3)nc2c1,4,5%,-16%,-14%,-10%[12.5 µM],.,i
CN1CCC2(CCC1=O)CN(CCCCOc1ccccc1)CCN2C (centres undefined),-16,-8%,2%,-16%,-6%,4%,i[11.5 µM]
COc1ccc(-c2noc([C@@H]3CCCN3C(=O)c3ccc(F)cc3)n2)cc1OC,0,5%,?,?,-7%,11%,i
Cc1cccc2c(C3CCN(C(=O)c4c(Cl)cc(Cl)cc4Cl)CC3)c[nH]c12,10,?,?,?,-16%,0%,-7%
Cc1nnc(NC(=O)C(=O)c2cc(C)n(-c3ccc(C)c(C)c3)c2C)s1,9,9%,.,.,-14%,.,.
Cc1cc(NC(=O)c2ccc3c(c2)OCCN(CCC(F)(F)F)C3)ccc1F,-8,33%[activator][87.6 µM],?,?,-13%[87.6 µM],-29%[172 µM],-15%[88.5 µM]
Cc1cc(Cl)ccc1-n1nc(C)c([C@@H]2C=C[C@@H](NC(=O)c3ccc(N(C)C)cc3)C2)c1C,14,2%,?,?,-20%,18µM*,-7%
CC(C)c1ccc(CN2CCC3(CC2)OCCN(c2ccc(F)cc2)C3=O)cc1,-7,-1%[87.6 µM],?,?,-3%[87.6 µM],-1%[172 µM],2%[88.5 µM]
Cc1cccc(N2CCN(c3ccc(C(=O)O)cc3NC(=O)c3cccc(Cl)c3)CC2C)c1 (centres undefined),-28*,-12%,.,.,4%,.,.
COc1cccc(CNC(=O)c2sc3nc(C)cc(C)c3c2-n2cccc2)c1OC,1,1%,.,.,17%,.,.
CCCS(=O)(=O)N1CCC(F)(c2nc(CC(C)C)no2)CC1,20,0%,?,?,-3%,.,-12%
O=C(Nc1ccccc1)Nc1ccc(=O)n2c1[C@@H]1C[C@@H](CN(C(=O)COc3ccccc3)C1)C2,15,10%,2%,-9%,-6%,-19%,?
CC1=C[C@@H](CO)[C@H](C(C)C)C[C@H]1CC(=O)NCc1ccc(C#N)cc1,-14,75%[activator][87.6 µM],?,-29%[138 µM],-1%[87.6 µM],-12%[172 µM],-23%[88.5 µM]
Cc1nc(C2CCN(C(=O)[C@H]3CNC[C@@H](C(=O)N4CCOCC4)C3)CC2)n[nH]1,19,1%,-21%,2%,10%,5%,-3%
COC(=O)c1ccc(Cl)cc1NC(=O)Nc1nnc(N(C)C2CCCCC2)s1,-6,0%,.,.,?,.,.
O=C(NCc1cccnc1)[C@@H]1C[C@@H](c2ccc(F)cc2)N(CCOc2ccccc2)C1,-2,-11%[87.6 µM],?,?,-7%[87.6 µM],-3%[172 µM],-9%[88.5 µM]
COCCN1C(=O)c2ccccc2C(C(=O)Nc2ccccc2O)C12CCCCC2 (centres undefined),15,8%,-24%,-20%,-13%,-15%,-15%
Cc1nn(-c2ccccc2)c(C)c1[C@@H]1C=C[C@@H](NC(=O)c2ccco2)C1,3,7%[87.6 µM],?,?,?,-25%[172 µM],5%[88.5 µM]
N#Cc1ccc(C(=O)Nc2cccc(-c3nnc4n3CCCC4)c2)cc1,12,4%,?,-1%,-1%,-9%,i
COc1ccc(NC(=O)Cn2c(C)cc3nc4n(c(=O)c32)CCCCC4)cc1,1,10%,?,-14%,-13%,0%,-1%
C[C@@]12CO[C@@H](CNC(=O)C3CCCC3)O[C@@H]1CC[C@]1(C)[C@@H]2CC[C@@H](O)[C@H]1CC(=O)NCc1ccccc1,4,12%,-24%,-18%,3%,-16%,-10%
CCCc1ccc(S(=O)(=O)N(C)CC2CCOCC2)cc1,14,-21%,?,?,4%,0%,i
COC(=O)CN(C)Cc1cn(-c2ccc(C)cc2)nc1-c1cccc(C)c1,0,1%,-21%,-21%,0%,-16%,4%
CC(C)NC(=O)C(c1ccccc1)N1Cc2ccccc2C1=O (centres undefined),-18,0%,.,.,-12%,.,.
COc1ccc(C2Cn3cnc(C(=O)N4CCC(C(=O)Nc5ccc(F)c(C)c5)CC4)c3CO2)cc1 (centres undefined),0,-13%,4%,i,6%,-17%,i
Cc1ccc(CNC(=O)NCC23CCC=C2N(C)C(=O)CC3)cc1 (centres undefined),11,-12%,-5%,-17%,7%,-9%,i
COCCNC(=O)[C@@H](C)C1CC[C@@]2(C)CC[C@H](NC(=O)COc3ccccc3)[C@@H](C)[C@@H]2[C@H]1O (some centres undefined),7,-7%,-13%,-18%,6%,-11%,2%
O=c1[nH]c(C2CCN(CC3CCCC3)CC2)nc2ccc(F)cc12,6&-10,?,-14%&-11%,-4%&-6%,6%&-4%,-7%,3%
CCOC(=O)c1ccc(N2CCN(C(=O)C3=CC(C)(C)COc4ccc(OC)cc43)CC2)cc1,26,.,35µM*,?,.,.,.
COCC1(C(=O)N2CCc3c(c(C(=O)O)nn3CC3CC3)C2)CCC1,2,-8%,-18%,i,-11%,5%,-2%

Laid out differently: three of the compounds above
Fields – IP6K1 inhibitor, SNCA expr inhib, HEK cytotox, NIH3T3 tox, SNCA viab count, FLuc inh, GPT2 inhibitor
CCOC(=O)c1ccc(N2CCN(C(=O)C3=CC(C)(C)COc4ccc(OC)cc43)CC2)cc1
  26, ., 35µM*, ?, ., ., .
COCCNC(=O)[C@@H](C)C1CC[C@@]2(C)CC[C@H](NC(=O)COc3ccccc3)[C@@H](C)[C@@H]2[C@H]1O (some centres undefined)
  7, -7%, -13%, -18%, 6%, -11%, 2%
COc1ccc(C2Cn3cnc(C(=O)N4CCC(C(=O)Nc5ccc(F)c(C)c5)CC4)c3CO2)cc1 (centres undefined)
  0, -13%, 4%, i, 6%, -17%, i

Carrying on:
compound,IP6K1 inhibitor,SNCA expr inhib,HEK cytotox,NIH3T3 tox,SNCA viab count,FLuc inh,GPT2 inhibitor
COC(=O)C(NC(=O)N1CCCCCCn2c(nnc2-c2ccc(F)cc2)CC1)C(C)C (centres undefined),5,14%,-21%,-26%,7%,-17%,i
CCCCN1CC2(CCCN(C(=O)c3ccn4nnnc4c3)C2)CCC1=O (centres undefined),-3,-17%,4%,-18%,-5%,0%,i
Cc1noc2c(-c3ccncc3)cc(-c3cccs3)nc12,2,-15%[87.6 µM],-6%[172 µM],?,7%[87.6 µM],11%[172 µM],-2%[88.5 µM]
CC(C)c1nnc(NC(=O)C2CC(=O)N(c3n[nH]c4cc(Br)ccc34)C2)s1 (centres undefined),-3,2%,?,?,0%,-3%,3%
Cc1ccc(NS(=O)(=O)c2ccc3[nH]c(=O)oc3c2)c(C)c1,2,?,.,.,7%,.,.
CN(Cc1ccccc1)C(=O)c1cccc(NC(=O)c2nsc3ccccc23)c1,38,?,.,.,10%,.,.
CCOCC(=O)N1CCN(c2nnnn2-c2ccccc2)CC(O)C1 (centres undefined),-2,-13%,0%,i,-7%,10%,i
C=CCN(C)CC[C@@H]1CC[C@H](O)[C@@H](C(=O)NC2CCCCC2)O1,-5,-6%[87.6 µM],-4%[172 µM],3%[174 µM],5%[87.6 µM],2%[172 µM],-47%[88.5 µM]
CCN(CC)CCNC(=O)c1ccc2nc(-c3ccccc3)c(-c3ccc(CN4CCC(n5c(=O)[nH]c6ccccc65)CC4)cc3)nc2c1,-1,?,.,.,15µM*!,.,4%&1%
COc1ccccc1N1CCN(S(=O)(=O)CCNC(=O)COc2ccccc2F)CC1,29,-10%,.,.,5%,.,.
Cn1nc2n(c1=O)CCC(NC(=O)c1cc(F)ccc1Cl)CC2 (centres undefined),-6,2%,i,0%,1%,-3%,-9%
CC1(C(=O)NCc2cccc(Cl)c2)CCc2cnc(N3CCOCC3)nc21 (centres undefined),3,-28%[87.6 µM],?,?,-10%[87.6 µM],3%[172 µM],-7%[88.5 µM]
CCN1CCCC(c2nc3ccc(C)cc3c(=O)[nH]2)C1 (centres undefined),-3&6,3%&-1%[87.6 µM],-14%&-26%[172 µM],-18%&-16%[138 µM],-1%&8%[87.6 µM],6%[172 µM],0%[88.5 µM]
O=C(c1ccc(CO)o1)N1CCc2c(nc(-c3ccncc3)[nH]c2=O)C1,23,13%,-13%,-1%,7%,-5%,i
O=C(NC1CCCC1)N1CCCCC1c1nc(-c2cnccn2)n[nH]1 (centres undefined),-6,9%,23%,i,-4%,0%,1%
COc1ccccc1C(=O)Nc1ccc2oc(-c3cccc(Cl)c3Cl)nc2c1,33,11%,.,.,-1%,.,.
CCC(=O)N1c2ccccc2CC1C(=O)NCCCN1CCN(c2ccc(OC)cc2)CC1 (centres undefined),32,-10%,.,.,-4%,.,.
